From PubChem
HT1080 IDH1KD tx – kills HT-1080 cells with IDH1 knockdown; HT-1080 IDH1 knockdown viability, ATP luminescence, 48 h; Potency, µM (titrated, usually from 46.1 µM), for inactives: top-dose activity, negative = toxicity, hits mostly cytotoxic; 360,000 compounds, 2% hits;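 further: potency means the concentration at half of the fitted maximal effect; 0% = DMSO wells and -100% = cell-free medium wells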
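IDH1KD HT-1080 cells, 750/well, RPMI + 5% FBS; compound pinned after 2 h settling; 48 h, 37 °C; CellTiter-Glo luminescence; % activity normalised to DMSO and no-cell wells; curves fitted, classed by r2 and efficacy.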
IL1B secr inh – blocks inflammasome-driven IL-1 beta release. THP-1 LPS/ATP IL-1B secretion, AlphaLISA, 16 h; stronger effect = lower value. activity change, % at 57.5 µM. 360,000 compounds, 4.7% hits. AID 743279; in the data active means activity change below about -50%; inconclusive means mostly about -30% to -49%; further: on the % scale 0 is the no-effect control and ±100 the full control effect
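Secreted IL-1B measured by AlphaLISA bead assay after 16 h compound exposure of THP-1 cells; compounds (final up to 57.5 uM) added 1 h before LPS (250 ng/mL) and ATP (1.25 mM) stimulation; lower signal means less secretion.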
KB-V1 cytotox – KB-V1 MDR subline cytotoxicity. KB-V1 MDR cells viability, CellTiter-Glo, 72 h. Potency, µM (titrated, usually from 46.1 µM), inactives show top-dose activity change, negative = cytotoxicity, most hits filed as cytotoxic. 400,000 compounds, 3.4% hits; further: potency means the concentration at half of the fitted maximal effect; on the % scale 0 is the no-effect control and ±100 the full control effect; nearly all actives have a fitted effect of over 60% in size
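KB-V1 MDR subline cells in DMEM (phenol-red free, 10% FBS) exposed to compounds in qHTS concentration series for 72 h at 37 degrees C. Viability read by CellTiter-Glo luminescence; concentration-effect curves fitted after normalization and correction.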
ATXN2 expr inh – inhibitors of ATXN2 expression. HEK-293 ATXN2-luciferase reporter, luminescence, 24 h. Potency, µM (titrated, usually from 57 µM), for inactives: top-dose activity change, negative = inhibition, most hits filed as inhibitors. 360,000 compounds, 0.72% hits. AID 1745845; further: potency means the concentration at half of the fitted maximal effect; on the % scale 0 is the no-effect control and ±100 the full control effect; nearly all actives have a fitted effect of over 55% in size
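qHTS (up to 57 uM final) was run with 24 h compound exposure of reporter cells at 37 °C. Each well was multiplexed: SteadyGlo luminescence measured ATXN2-luciferase expression after a fluorogenic Gly-Phe-AFC viability readout (25 uM final).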
SW480 rerep – DNA re-replication induction in SW480 cells; SW480 DNA re-replication, Hoechst DNA content imaging, 48 h; Potency, µM (doses to about 46.1 µM), inactives show top-dose re-replication activation, most hits filed as activators; 340,000 compounds, 1.8% hits; further: potency means the concentration at half of the fitted maximal effect; % of control where 0% means no effect; nearly all actives have a fitted effect of over 55% in size
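250 cells/well; 23 nL cpd via pin tool; 48 hr, 37 C, 5% CO2; Hoechst 40 min; imager read of total nuclear intensity, ex 405/em 500-530 nm.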
HT1080-NT tox – kills 2HG-producing HT-1080-NT fibrosarcoma cells. HT-1080-NT fibrosarcoma viability, CellTiter-Glo ATP luminescence, 48 h. Potency, µM (series often up to 46.1 µM), inactives show at the highest dose activity, negative = less viability, most hits filed as cytotoxic. 360,000 compounds, 1.6% hits;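 further: NT is the 2HG producing partner of a matched IDH1 knockdown line; potency means the concentration at half of the fitted maximal effect; 0% = DMSO-treated cells and -100% = media-only wells without cells; nearly all actives have a fitted effect of over 55% in size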
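Compounds were tested in concentration-response format on HT-1080-NT cells for 48 hours at 37 degrees C. Cell viability came from CellTiter-Glo luminescence; curves were classified by r2, response magnitude and activity.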
WRN helicase inh – inhibitors of human WRN helicase; Q14191; WRN helicase unwinding, fluorescent forked duplex, kinetic; Potency, µM (top dose mostly 114 µM), for the others: at the top dose activity change, negative = inhibition, hits mostly inhibitors; 360,000 compounds, 0.46% hits; further: potency means the concentration at half of the fitted maximal effect; on the % scale 0 is the no-effect control and ±100 the full control effect; nearly all actives have a fitted effect of over 55% in size
Target sequence (Q14191 whole entry, looked up): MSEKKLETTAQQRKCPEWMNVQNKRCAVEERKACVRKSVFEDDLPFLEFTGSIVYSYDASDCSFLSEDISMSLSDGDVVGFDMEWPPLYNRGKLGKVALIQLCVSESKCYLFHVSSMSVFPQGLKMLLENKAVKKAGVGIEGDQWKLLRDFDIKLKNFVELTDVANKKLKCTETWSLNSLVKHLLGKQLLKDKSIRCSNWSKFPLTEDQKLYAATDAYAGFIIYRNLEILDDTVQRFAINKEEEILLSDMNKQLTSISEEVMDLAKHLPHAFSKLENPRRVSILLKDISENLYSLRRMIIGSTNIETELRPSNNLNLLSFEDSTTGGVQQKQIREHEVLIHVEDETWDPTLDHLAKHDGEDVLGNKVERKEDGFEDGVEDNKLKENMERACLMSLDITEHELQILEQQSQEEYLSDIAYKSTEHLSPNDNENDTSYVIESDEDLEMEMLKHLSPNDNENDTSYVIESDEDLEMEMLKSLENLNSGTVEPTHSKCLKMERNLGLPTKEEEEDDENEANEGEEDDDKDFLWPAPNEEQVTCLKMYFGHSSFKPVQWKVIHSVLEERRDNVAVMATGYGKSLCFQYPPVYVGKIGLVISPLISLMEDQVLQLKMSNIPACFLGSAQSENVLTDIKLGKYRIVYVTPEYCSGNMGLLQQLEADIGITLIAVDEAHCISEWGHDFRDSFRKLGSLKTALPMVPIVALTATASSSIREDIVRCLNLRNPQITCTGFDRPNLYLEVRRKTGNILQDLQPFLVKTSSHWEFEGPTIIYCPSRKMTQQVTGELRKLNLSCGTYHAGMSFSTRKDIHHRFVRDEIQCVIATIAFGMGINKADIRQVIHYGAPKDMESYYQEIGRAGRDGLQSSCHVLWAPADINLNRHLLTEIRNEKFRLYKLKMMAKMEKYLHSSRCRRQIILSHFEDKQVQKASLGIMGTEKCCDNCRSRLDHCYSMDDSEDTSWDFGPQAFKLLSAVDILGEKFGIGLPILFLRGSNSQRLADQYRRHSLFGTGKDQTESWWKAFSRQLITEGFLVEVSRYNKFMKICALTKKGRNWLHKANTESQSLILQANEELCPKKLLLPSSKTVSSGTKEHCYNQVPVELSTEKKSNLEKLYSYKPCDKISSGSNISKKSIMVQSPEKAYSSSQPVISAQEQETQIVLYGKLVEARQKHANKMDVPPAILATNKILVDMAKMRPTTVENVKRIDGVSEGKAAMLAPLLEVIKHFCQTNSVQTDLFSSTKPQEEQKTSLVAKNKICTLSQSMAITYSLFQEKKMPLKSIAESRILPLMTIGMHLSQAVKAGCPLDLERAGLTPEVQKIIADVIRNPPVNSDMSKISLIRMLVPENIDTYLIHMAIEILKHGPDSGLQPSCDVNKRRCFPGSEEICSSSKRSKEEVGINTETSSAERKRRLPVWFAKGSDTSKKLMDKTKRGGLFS
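WRN at 20 nM final preincubated with compound 15 min at room temperature; reaction started with 100 nM fluorophore/quencher forked duplex oligonucleotide and 2 mM ATP final. Unwinding followed kinetically by red fluorescence (ex 525, em 598 nm).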
MCF10A rerep – induces DNA re-replication in MCF 10a normal breast cells; Potency, µM (highest dose often 46.1 µM), without a hit: top-dose activity, positive = re-replication, most hits filed as activators; MCF 10A DNA re-replication, Hoechst nuclear intensity, 48 h; 350,000 compounds, 2.9% hits; further: potency means the concentration at half of the fitted maximal effect; % of control where 0% means no effect; nearly all actives have a fitted effect of over 50% in size
KB-3-1 tox – kills parental KB-3-1 adenocarcinoma cells. KB-3-1 viability, CellTiter-Glo ATP luminescence, 72 h. Potency, µM (top dose mostly 46.1 µM), for the others: at the top dose activity change, negative = cytotoxic, most hits filed as cytotoxic. 400,000 compounds, 1.4% hits; further: potency means the concentration at half of the fitted maximal effect; on the % scale 0 is the no-effect control and ±100 the full control effect; nearly all actives have a fitted effect of over 60% in size
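Screening of KB-3-1 cells (DMEM, 10% FBS, phenol-red free) ran from lowest to highest compound concentration; after 72 h at 37 °C viability was read luminescently and curves fitted.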
The depositor's hits bear a star; ? = inconclusive; / = not tested or not shown; [ ] = dose if it differs, or a comment. Unless noted, the call rests on the fitted dose curve; in most records, active means well fitted curve in the direction sought with a large enough effect; inconclusive means small, poorly fitted or top-dose-only effect, or another doubt; inactive means no such curve, though single readings can be large; an effect the other way counts as inactive or inconclusive.

Screens in order: HT1080-NT tox | SW480 rerep | ATXN2 expr inh | MCF10A rerep | IL1B secr inh | HT1080 IDH1KD tx | KB-V1 cytotox | WRN helicase inh | KB-3-1 tox
> COc1ccc(-c2sc3ccc(N4CCOCC4)cc3c2C#Cc2ccsc2)cc1
 : -22% | 6% | 2% | ? | 5 | -21% | -12% | -8% | 3%
> N#Cc1ccccc1S(=O)(=O)Nc1ccc2c(c1)C(=O)OC2
 : 9% | -10% | / | -1% | 9 | 11% | 7% | 10% | -1%
> CCCc1cc2c(cc1NC(=O)Cc1ccccc1)OCO2
 : -2% | 1% | 6% | ? | 7 | -4% | -3% | 4% | 1%
> COc1ccc(CCNCC(O)COc2c(C)cccc2C)cc1OC (stereo unspecified)
 : -5% | 16% | -16% | 10% | -67* | -2% | -4% | 7% | -9%
> COc1ccc(OC)c(S(=O)(=O)Nc2ccccc2C(=O)N2CCCCC2)c1
 : -1% | ? | -2% | 4% | 3 | 7% | -1% | -5% | 0%
> O=C(Cc1ccc(Cl)cc1)NCC(=O)N1CCCCC1
 : 8% | -11% | -30% | -5% | 1 | -2% | -14% | 9% | 16%
> COc1cc2c(cc1OC)CN(S(=O)(=O)c1ccc3c(c1)OCCO3)CC2
 : 0% | -4% | 1% | 1% | -7 | -5% | 5.2µM* | -7% | ?
> Cc1nn(C)c(C)c1NC(=O)COc1ccccc1C#N
 : 2% | 5% | / | 7% | 10 | 6% | -8% | 5% | 1%
> CC(C)(C)c1cc(CCC(=O)NCc2ccncc2)cc(C(C)(C)C)c1O
 : -10% | -2% | 8% | 13% | 13 | -1% | ? | -30% | -3%
> CCc1nnc(NC(=O)[C@@H](NC(=O)c2ccc(C(C)(C)C)cc2)C(C)C)s1
 : -13% | 1% | 5% | 4% | 0 | -13% | -1% | 3% | -9%
> COc1cc(NC(=O)c2cc(C)nc3ccccc23)cc(OC)c1
 : -15% | -10% | 4% | -13% | 0 | -8% | -10% | -4% | -1%
> Cc1cc(C)cc(NC(=S)N2CCN(C(=O)c3ccco3)CC2)c1
 : 3% | 1% | -7% | 1% | 5 | 13% | -3% | -34% | 12%
> CC1(C)CC(NC(=O)CCc2ccccc2)CC(C)(C)N1
 : -1% | ? | -6% | 8% | -16 | -2% | -4% | 1% | -12%
> C=CCc1cccc(/C=N/c2ncn[nH]2)c1O
 : 9% | -2% | 1% | 1% | 0 | 1% | 25% | -4% | 2%
> CC(O)(c1ccccc1)c1nc(-c2csc3ccccc23)cs1 (stereo unspecified)
 : ? | / | 2% | / | -1 | ? | 4% | -9% | 0%
> CCn1c(CC(=O)Nc2ccccc2Cl)nnc1SCC(=O)NC1CCCC1
 : -6% | -3% | 3% | -6% | 13 | -1% | 12% | 4% | 12%
> Cc1sc(NC(=O)c2ccco2)c(C(c2ccncc2)N2CCOCC2)c1C (stereo unspecified)
 : 7% | 10% | -7% | 8% | 18 | -12% | 2% | -7% | 7%
> O=c1cc(CN2CCN(Cc3ccc(F)cc3)C(CCO)C2)[nH]c2ccccc12 (stereo unspecified)
 : 1% | 2% | 0% | 0% | 18 | -1% | ? | 11% | 0%
> CCC1=[N+](CC(=O)c2ccc(Br)cc2)CCn2c(C)ccc21
 : -9% | -12% | / | ? | 2 | -7% | ? | -6% | ?
> O=C(Nc1cccc(C(=O)Nc2cccc(C(F)(F)F)c2)c1)c1ccc(=O)[nH]c1
 : -11% | 0% | 3% | 3% | 45 | -14% | 16% | -10% | 11%
> Cn1ccc(C(=O)NC(=S)Nc2ccc([N+](=O)[O-])cc2O)n1
 : -2% | 0% | 47%[activator] | 2% | -13 | 11% | -5% | -4% | -4%
> O=C(NCc1nc(-c2ccc(C(F)(F)F)cc2)no1)Nc1cc(Cl)cc(Cl)c1
 : ? | ? | ? | ? | -94* | ? | ? | -16% | ?
> CCCCn1c(SCC(=O)Nc2cc(C)on2)nnc1-c1ccncc1
 : 5% | 9% | -6% | -1% | -15 | 2% | 7% | -7%[57.1 µM] | 12%
> O=C(CSCC(=O)N1CCCCC1)Nc1nc(-c2ccc(Cl)s2)cs1
 : -1% | -9% | 20% | 6% | 13 | -10% | 1% | -6% | -10%
> Cc1c(C)n(Cc2ccccc2)c2ccc(C(=O)NCCCN3CCOCC3)cc12
 : ? | 2% | -10% | ? | -6 | ? | -5% | -3% | ?
> COC(c1ccccc1)c1c(-c2ccccc2)nn(C)c1Cl (stereo unspecified)
 : -3% | -2% | -10% | 0% | 25 | -10% | -14% | -6% | 11%
> Brc1ccc(-n2cnc(-c3ccccc3)c2)cc1
 : -10% | ? | 125%[activator] | ? | 16 | -5% | ? | -3% | -24%
> Cc1ccc(OCCCC(=O)Nc2ccc3c(c2)OCO3)cc1
 : -21% | -1% | -24% | -6% | -6 | 18% | -15% | 0% | -7%
> COc1ccc(NC(=O)COC(=O)C2CCN(S(=O)(=O)c3ccccc3)CC2)cc1Cl
 : 8% | -1% | 5% | 0% | 6 | 1% | 8% | -8% | 1%
> Cc1noc(C)c1NC(=O)Nc1ccc2c(c1)C(=O)N([C@H](C)CO)C[C@H](C)[C@H](CN(C)C(=O)NC1CCCCC1)OCCCC[C@@H](C)O2
 : 1% | / | 1% | / | 7 | 10% | -7% | 0% | -5%
> NNc1ccccc1C(F)(F)F
 : -9% | 8% | 55%[activator] | 2% | 12 | -1% | -11% | ? | -4%
> C=CCOc1ccc(/C=C\c2nc(O)c([N+](=O)[O-])c(=O)[nH]2)cc1OC
 : 15% | -18% | ? | -2% | 17 | 0% | -2% | -17% | 14%
> Cc1cc(Cl)ccc1OCC(=O)Nc1ccc(CN2CCOCC2)cc1
 : -26% | 29% | -21% | 4% | -10 | -6% | -6% | 1% | 1%
> CC(=O)Nc1ccc(NC(=O)COC(=O)c2ccc([N+](=O)[O-])o2)cc1
 : -5% | 9% | -2% | -2% | 38 | 0% | -2% | 1%[11.6 µM] | -1%
> CCCNC(=O)c1c(NC(=O)C2COc3ccccc3O2)sc2c1CCCC2 (stereo unspecified)
 : ? | -3% | -19% | ? | 18 | 9% | -29% | 2% | ?
> CN(CC1CCOCC1)C(=O)CC1C(=O)NCCN1CC(c1ccccc1)c1ccccc1 (stereo unspecified)
 : 5% | -3% | 8% | -1% | -8 | 6% | / | -7% | /
> O=C(CN1CCN(CCO)CC1)Nc1ccccc1
 : 7% | -14% | -7% | 3% | 18 | 13% | 10% | 4% | -3%
> O=C(O)CCCCNS(=O)(=O)c1ccc(Cl)c(C(F)(F)F)c1
 : 12% | -14% | 5% | -2% | 9 | 1% | -1% | 12% | 5%
> CCn1c(SCC(=O)N2CCCCC2C)nc2ccsc2c1=O (stereo unspecified)
 : 5% | 0% | -11% | -7% | 4 | -21% | -21% | 0% | -3%
> COC(=O)[C@@]1(C)[C@H]2C(=O)N(C)C(=O)[C@H]2[C@H]2CN=C(SCc3ccc(C#N)cc3)N21
 : 3% | 0%[9.22 µM] | 8% | ? | 20 | 5% | 12% | 0% | 12%
> O=C(c1ccoc1)N1CCN(c2cc(-c3ccccc3)nc3cc(-c4ccc(Br)cc4)nn23)CC1
 : 2% | / | -11% | / | 12 | -2% | -4% | -5% | -1%
> Cc1ccc(/C=C/C(=O)c2ccccc(=O)c2O)c(C)c1
 : 21µM* | ? | ? | ? | -104* | 18µM* | 8.2µM* | -15% | 16µM*
> COc1ccccc1CN=C1Nc2ccccc2CS1
 : 28% | -3% | 23% | -23% | -16 | 19% | 2% | 6% | -9%
> O=C(Oc1ccc(F)cc1C(=O)/C=C/c1cccs1)c1cccc([N+](=O)[O-])c1
 : -37% | 13µM* | -2% | ? | ? | ? | 0% | -11%[11.6 µM] | 0%
> O=C(CCc1ccccc1Cl)Nc1ccc(S(=O)(=O)N2CCOCC2)cc1
 : -3% | 13% | -10% | 18% | -23 | -1% | ? | -3% | -1%
> CCOC(=O)c1ccccc1NC(=O)c1ccc(Cl)c(S(=O)(=O)N2CCOCC2)c1
 : 10% | -4% | -3% | 24% | -21 | 16% | 7.3µM* | -6% | 7%
> CCOC(=O)C1(Cc2cccc(OC)c2)CCN(Cc2cnc(SC)nc2)CC1
 : -8% | -2% | -13% | 1% | 7 | 9% | -4% | 12% | 1%
> Cc1ccc2c(c1)N(C(=O)CCC(=O)NCC(C)c1ccccc1)CC(C)O2 (stereo unspecified)
 : 17% | -1% | -12% | 11% | -6 | 7% | 0% | -5% | 0%
> CCOC(=O)c1c(C)c(C(=O)NC(C)COC)c(C)n1C (stereo unspecified)
 : 13% | -6% | 6% | -3% | -1 | 8% | ? | -3% | 2%
> CCOC(=O)c1c(NC(=O)CNC2CCCCC2)sc(C)c1C
 : -2% | 17% | -14% | ? | -69* | 2% | ? | -11% | ?
> CC(C)[C@H](NC(=O)c1ccco1)C(=O)OCC(=O)c1ccc(Br)s1
 : -3% | -2% | 3% | 2% | 10 | 3% | 14% | -13% | -12%
> COc1ccccc1CNCC(O)(c1ccc(Cl)cc1)c1ccc(Cl)cc1
 : 13µM* | 15µM* | ? | ? | ? | 11µM* | ? | -11% | -2%

3 structures from above, sorted by number of heavy atoms, lowest first.
Screens in order: HT1080-NT tox | SW480 rerep | ATXN2 expr inh | MCF10A rerep | IL1B secr inh | HT1080 IDH1KD tx | KB-V1 cytotox | WRN helicase inh | KB-3-1 tox
> O=C(CN1CCN(CCO)CC1)Nc1ccccc1
 : 7% | -14% | -7% | 3% | 18 | 13% | 10% | 4% | -3%
> Cc1sc(NC(=O)c2ccco2)c(C(c2ccncc2)N2CCOCC2)c1C (stereo unspecified)
 : 7% | 10% | -7% | 8% | 18 | -12% | 2% | -7% | 7%
> COc1ccc(NC(=O)COC(=O)C2CCN(S(=O)(=O)c3ccccc3)CC2)cc1Cl
 : 8% | -1% | 5% | 0% | 6 | 1% | 8% | -8% | 1%

The order is random; any-hit rate near 12%.
